MITF primary: human MITF inhibition, primary screen. O75030. AlphaScreen MITF homodimerization, bead proximity signal. inhibition, % at 2.6 µM. hit rate 0.91% among 650,000; in the data active = inhibition above about 50%;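 note: 0% = vehicle wells with protein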
Target sequence (O75030 whole entry, looked up): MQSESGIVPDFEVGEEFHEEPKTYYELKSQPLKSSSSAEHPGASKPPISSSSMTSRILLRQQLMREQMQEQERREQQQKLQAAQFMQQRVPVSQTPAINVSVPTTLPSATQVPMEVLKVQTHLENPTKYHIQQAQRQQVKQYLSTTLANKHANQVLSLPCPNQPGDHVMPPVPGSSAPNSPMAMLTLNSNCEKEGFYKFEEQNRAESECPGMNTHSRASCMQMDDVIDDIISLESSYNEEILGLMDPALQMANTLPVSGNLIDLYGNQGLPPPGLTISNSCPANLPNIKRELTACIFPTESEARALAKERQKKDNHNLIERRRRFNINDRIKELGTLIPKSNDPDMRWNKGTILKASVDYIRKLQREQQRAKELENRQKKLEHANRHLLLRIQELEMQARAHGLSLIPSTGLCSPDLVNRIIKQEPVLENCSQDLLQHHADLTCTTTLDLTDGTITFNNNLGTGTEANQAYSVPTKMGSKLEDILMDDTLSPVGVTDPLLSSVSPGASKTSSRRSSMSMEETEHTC
TEAD-YAP block: TEAD-YAP interaction inhibition; HEK-TIYL cells, TEAD-Gal4/YAP UAS-luciferase luminescence; inhibition, % at 9.12 µM; hit rate 1.4% among 640,000; AID 1259422; in the data active = inhibition above about 32%;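 note: 0% = median of test compound wells and 100% = reference inhibitor wells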
FBW7 act: activators of human E3 ligase FBW7; normalized activity (activation), % at 26.1 µM; AID 1259310; Q969H0; hit rate 0.13% among 650,000; AlphaScreen FBW7–phospho-cyclin E peptide binding, activator screen; in the data active = normalized activity above about 1.9%;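 note: purified mutant Fbw7 with reduced substrate affinity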
GPR151 ag: activates the human receptor GPR151; Q8TDV0; PathHunter beta-arrestin GPR151 cells, luminescence; activation, % at 11.2 µM; hit rate 1% among 650,000; AID 1508602; in the data active = activation above about 4.9%;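 note: 0% = median of compound wells and 100% = cells with positive control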
Active calls of the source: *; . = not tested or not shown.

Below each SMILES: MITF primary	TEAD-YAP block	FBW7 act	GPR151 ag
(1) CC(=O)Nc1cccc(-c2cnc3[nH]c(=O)n(C4CCCCC4)c3n2)c1
  -5	2	-0.4	1.8
(2) CCC1CCC(C(=O)NC(C(=O)NCc2cccs2)C(C)C)CC1 (centres undefined)
  11	3	0.1	2.8
(3) COc1ccccc1NC(=O)C1CC12CCN(Cc1cccs1)CC2 (centres undefined)
  -10	5	0.0	-0.6
(4) COc1ccc(NC(=O)c2ccc3c(=O)n(Cc4ccccc4)c(SCC#N)nc3c2)cc1OC
  6	9	-0.1	-0.7
(5) CCOC(=O)N1CCC(NC(=O)c2ccc3nc4cc(Cl)ccc4c(=O)n3c2)CC1
  12	6	0.6	-0.4
(6) C/C(=N\NS(=O)(=O)c1ccc(C)c([N+](=O)[O-])c1)c1cccs1
  18	2	0.6	1.0
(7) CN(C)CCCNC(=O)/C(=C/c1ccc(-c2ccc(Br)cc2)o1)NC(=O)c1ccccc1
  -4	-11	0.0	-0.3
(8) CC(C)n1nnnc1SCC(=O)NCc1ccco1
  9	5	0.5	-0.9
(9) O=C(c1ccccc1)N1CCC2(CC1)OCc1ccccc1O2
  20	7	-0.1	0.3
(10) COc1ccc(C2=NN(C(=O)CN3CCOCC3)C(c3ccc(C)cc3)C2)cc1 (centres undefined)
  7	4	-0.1	-0.9
(11) CCCCCOC(=O)C1=C(C)NC(=O)NC1c1ccccc1Br (centres undefined)
  -15	0	0.2	-1.0
(12) O=C(NNC(=O)c1sc2ccccc2c1Cl)c1cc(=O)c2ccccc2o1
  -2	2	-0.1	-1.0
(13) Cn1cc(C(=O)N2CCCCC2)c(=O)c2cc(S(=O)(=O)N3CCCC3)ccc21
  -1	2	0.1	1.1
(14) COc1cc(/C=C/CN2CCCC(N3CCOCC3)C2)ccc1O (centres undefined)
  3	-5	-0.1	-0.6
(15) CN1C(=O)c2cccc(NC(=O)c3c(F)cccc3Cl)c2C1=O
  15	8	0.2	-0.2
(16) O=C(CSc1nc2[nH]ncc2c(=O)[nH]1)NCc1ccc(F)cc1
  7	0	0.1	2.2
(17) CC(=O)NCCNc1nc2c(-c3cccc(C)c3)nnn2c2ccccc12
  11	1	0.1	4.1
(18) COc1ccc(-c2cc(C(=O)Nc3cc(Oc4cncc(Cl)c4)cc([N+](=O)[O-])c3)c3ccccc3n2)cc1
  12	-8	0.1	-1.0
(19) COc1ccc(C)cc1NC1CC(=O)N(c2ccccc2)C1=O (centres undefined)
  21	4	0.8	-0.6
(20) COc1ccc(-c2cc3ccc(OS(C)(=O)=O)cc3oc2=O)cc1
  7	-55	0.4	0.7
(21) Cc1ccc(CC(=O)Nc2nc3c(s2)CC(C)CC3)c(C)c1 (centres undefined)
  10	-3	0.0	-0.3
(22) NC(=O)NC(=O)COC(=O)CCCCCNS(=O)(=O)c1ccc2c(c1)OCCO2
  6	5	0.6	2.2
(23) CCOC(=O)N1CCN(C(=O)c2ccc3nc4ccc(Cl)cc4c(=O)n3c2)CC1
  9	12	0.3	-0.7
(24) Cc1nc(Nc2cc(Nc3ccccn3)c(C(F)(F)F)cn2)cc(-c2cncnc2)n1
  16	32*	-0.1	-0.3
(25) O=c1ccc2cc3c(=O)[nH]c(=O)[nH]c3oc-2c1
  17	8	-0.3	2.4
(26) Cc1ccc(NC(=O)c2cnc(SCc3ccc(F)cc3)n(C)c2=O)cc1C
  1	16	-0.1	0.5
(27) CNC(=O)COC(=O)c1oc2ccccc2c1C
  8	-2	0.5	-1.3
(28) O=C1NC2(CCCC2)C(=O)N1CC(=O)N1c2ccccc2Sc2ccccc21
  4	0	0.2	-0.4
(29) CC(C)c1ccc(NC(=O)c2ccc([N+](=O)[O-])o2)cc1
  -12	-37	-0.2	2.0
(30) O=C(O)c1ccc2c(c1)C(=O)N(c1cccc3c(N4C(=O)c5ccc(C(=O)O)cc5C4=O)cccc13)C2=O
  -1	-13	-0.2	-0.6
(31) CCn1cc(CN2CCN(CC(C)(C)C)C(CCO)C2)c(C)n1 (centres undefined)
  7	-6	0.0	-0.1
(32) CCOc1ccccc1C(=O)Nc1ccc2c(c1)C(=O)Nc1ccccc1O2
  53*	-2	-0.1	3.5
(33) O=C(Nc1ccccc1)c1ccccc1N=Cc1ccc[nH]1
  12	-5	0.5	-1.5
(34) Nc1nc(NC2CC2)cc(N2CCC(N3CCOCC3)CC2)n1
  18	-5	0.0	-1.9
(35) Cc1nc(N2CCCCC2)c2c(C)c(C(=O)N3CCN(Cc4ccc5c(c4)OCO5)CC3)sc2n1
  13	18	0.5	0.4
(36) CCOC(=O)C1CCN(Cc2cc(=O)oc3c(C)c(O)ccc23)CC1
  -18	8	0.2	2.5
(37) O=C(Cc1ccccc1)Nn1c(SCc2cc(=O)n3cc(Cl)ccc3n2)nc2ccccc2c1=O
  -7	-3	-0.2	2.3
(38) O=C(Nc1ccc2oc(-c3ccc(Br)cc3)nc2c1)c1ccccc1F
  2	4	0.0	1.2
(39) Cc1ccc2nc(-c3ccc([N+](=O)[O-])cc3)cn2c1
  -4	-34	-0.2	-2.5
(40) CCC(CC)CN1CCc2nnc(C(CC(C)C)NC(=O)c3ccco3)n2CC1 (centres undefined)
  5	-9	-0.1	0.0
(41) Cc1ccc2nc(Nc3ccc4c(c3)OCO4)c3nnnn3c2c1
  6	9	0.1	-0.4
(42) O=C1c2ccccc2C(=O)N1CN(C(=O)C(F)(F)F)c1ccc(Cl)cc1
  13	9	0.2	0.8
(43) COc1cc(OC)cc(C(=O)OCC(=O)c2ccc[nH]2)c1
  8	-3	0.0	0.4
(44) CC1(C)Cc2cccc(OCC(=O)NNC(=O)Cn3nnc(-c4ccccc4)n3)c2O1
  -10	-3	0.0	0.6
(45) CC(=O)Nc1ccc(NC(=O)C(C)OC(=O)C2(c3ccccc3F)CCCC2)cc1 (centres undefined)
  4	0	0.0	1.0
(46) COc1ccc(-c2nc(NCc3ccccc3)c3ncn(Cc4ccc(C(F)(F)F)cc4)c3n2)cn1
  15	12	0.4	-0.8
(47) OCCNCCCCOc1ccc(OCc2ccccc2)cc1
  5	6	0.2	6.2*
(48) CCCC(=O)N1CCc2cc(OC)c(OC)cc2C1COc1ccc(OC)cc1 (centres undefined)
  -1	-17	-0.2	-0.9
(49) Cc1cc(N2C(=O)c3ccc(C(=O)O)cc3C2=O)no1
  4	9	-0.2	2.0
(50) CCOC(=O)Cn1ncc2c(=O)oc3ccccc3c21
  -11	-5	-0.1	-0.3
(51) COCCNC(=O)c1csc2c1CCCC2
  -11	-15	0.0	1.4
(52) CCn1c(SCC(=O)c2ccc(F)cc2)nnc1-c1ccc2c(c1)OCO2
  -10	-11	0.0	-0.7
(53) COc1cc(OC)c(OC)cc1CN1CCC(N2CC(C)OC(C)C2)CC1 (centres undefined)
  89*	9	-0.2	0.4
(54) CCCCc1ccc(-c2nc(Nc3cc(Cl)c(OC)cc3OC)c3ccccc3n2)cc1
  4	3	0.6	-0.6
(55) C/C(=N/OC(=O)c1ccccc1)C(=O)c1ccco1
  16	12	0.3	-1.1
(56) CC1=C(C(=O)OC(C)C)C(c2ccc(F)cc2)C(C(=O)OC(C)C)=C(C)N1
  -6	8	0.1	0.0
(57) O=C1[C@H]2[C@H]3[C@H](O)[C@H](O)C/C(=N\OC[C@@H](O)COCc4ccco4)[C@@H]3CC[C@H]2C(=O)N1c1cccc(Oc2ccccc2)c1
  0	.	0.0	-1.0
(58) CCc1ccc(CN(C)C(=O)CCc2nnc(Cc3c[nH]c4ccccc34)o2)cc1
  8	-1	0.1	-0.6
(59) O=C(CSc1ccsc1[N+](=O)[O-])NCCC1=CCCCC1
  12	-1	0.2	1.4
(60) O=C(NCc1cccc(C(F)(F)F)c1)c1ccc2nc(Nc3ccncc3)sc2c1
  -15	-18	0.1	1.8

(next part)
Below each SMILES: MITF primary	TEAD-YAP block	FBW7 act	GPR151 ag
(61) O=C(Nc1ccc(-c2cscn2)cc1)C1CCCN(Cc2cccnc2)C1 (centres undefined)
  3	8	0.0	0.8
(62) Cc1ccc(S(=O)(=O)NC(=O)c2ccccc2F)cc1
  5	-3	0.1	-0.8
(63) c1cc(N2CCOCC2)ccc1Nc1nc(N2CCOCC2)nc2c1ncn2C1CCCCC1
  28	-16	-0.4	-0.1
(64) NC(=O)C1CCN(C(=O)C2CC(c3ccccc3O)=NO2)CC1 (centres undefined)
  -2	-22	-0.3	0.7
(65) CC1CCc2c(sc3nc(C(C)C)nc(SCC(N)=O)c23)C1 (centres undefined)
  3	2	0.0	0.2
(66) COc1ccc(Br)cc1C1C(C#N)=C(N)OC2=C1C(=O)CC(C)C2 (centres undefined)
  -2	22	0.0	1.3
(67) COc1ccc(C2NCCC3(O)CCCCC23)c(OC)c1OC (centres undefined)
  16	7	0.8	-0.2
(68) O=S(=O)(NCc1ccncc1)c1cccc2ccccc12
  -7	27	-0.1	0.5
(69) COC(=O)C1=C(C)NC2=C(C(=O)CC(c3ccc(OC)c(OC)c3)C2)C1c1cccc([N+](=O)[O-])c1 (centres undefined)
  -1	9	0.0	-1.1
(70) CCOC(=O)N1CCC(n2c(SCC(=O)NC3CCCC3)nc3ccccc3c2=O)CC1
  0	-10	0.0	-1.1
(71) Cc1ccc(SCC(=O)NCCCN2CCOCC2)cc1
  -10	-6	-0.2	1.1
(72) COC(=O)c1c(C(F)(F)F)nc(C(F)F)c(C(=O)O)c1CC(C)C
  13	4	0.0	3.7
(73) COc1cc(CN2CCNC(=O)C2CC(=O)N(C)CCN2CCOCC2)cc(OC)c1 (centres undefined)
  2	1	0.0	-0.5
(74) CC(=O)c1cccc(-c2cnc3ccc(NCc4ccco4)nn23)c1
  -9	0	0.1	0.8
(75) COc1cc2ccccc2cc1C(=O)Nc1ccc(C)cc1
  -3	-69	0.0	1.3
(76) O=S(=O)(Cc1ccccc1)NCC1CCCN(Cc2ccn[nH]2)C1 (centres undefined)
  7	2	-0.1	0.8
(77) CN1C(=O)/C(=C/c2ccc(C(=O)NCCc3ccccc3)cc2)Oc2ccccc21
  -2	-8	0.0	1.0
(78) Brc1ccc(CNC23CN4CN(CN(C4)C2)C3)cc1
  -1	8	-0.1	1.7
(79) COCCN(C1CCN(CCc2ccccn2)CC1)S(C)(=O)=O
  1	7	0.0	0.6
(80) COc1ccc(N2C(=O)CC(NNC(=O)c3cc(C)oc3C)C2=O)cc1 (centres undefined)
  5	2	0.0	1.1
